BaF3 tox: parental Ba/F3 viability inhibition as JAK2V617F counter-screen; CellTiter-Glo ATP luminescence; AID 1486; actives 1.1% (n = 220,000); inhibition, % at 5.6 µM;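 active = inhibition above a per-campaign cutoff, the mean inhibition of all tested compounds plus 3 SD, cut at about 27% in these data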;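 also: 0% = DMSO wells and 100% = JAK Inhibitor I control wells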
Ba/F3 V617F tox: lowers viability of Ba/F3 cells expressing EpoR and JAK2V617F | ATP luminescence | inhibition, % at 5.6 µM | actives 1.1% (n = 220,000);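 active = inhibition above the campaign mean plus 3 SD over all tested compounds, cut at about 24% in these data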;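 also: cytokine-independent growth of Ba/F3 cells driven by EpoR plus mutant JAK2; 0% = DMSO-treated cells and 100% = JAK inhibitor I control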
RBBP9 inh: inhibitors of human serine hydrolase RBBP9. O75884. recombinant RBBP9, FP-Rh probe fluorescence polarization. inhibition, % at 7.94 µM. actives 0.2% (n = 220,000);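 active = inhibition above the campaign mean of all tested compounds plus 3 SD, cut at about 14% in these data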;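 also: plate controls were DMSO wells with RBBP9 for no effect and wells lacking RBBP9 protein for full effect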
Target sequence (O75884 whole entry, looked up): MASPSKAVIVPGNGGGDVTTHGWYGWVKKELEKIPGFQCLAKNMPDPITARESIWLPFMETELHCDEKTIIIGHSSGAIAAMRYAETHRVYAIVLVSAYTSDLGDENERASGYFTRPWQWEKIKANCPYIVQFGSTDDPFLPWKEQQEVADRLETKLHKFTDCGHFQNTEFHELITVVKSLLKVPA
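Controls: DMSO-treated enzyme wells and wells lacking RBBP9 | Material: RBBP9 protein | Technique: Fluorescence polarization | Replication: Single well per compound, no replicates | Buffer or medium: Tris-NaCl-Pluronic buffer, pH 8.0 | Timing: 30 min compound preincubation, 45 min probe labeling, 25 °C | Read-out basis: Percent inhibition from mP, scaled between DMSO and no-protein wells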
NPY-Y2 PAM-ag: potentiators or agonists of human neuropeptide Y receptor Y2; cells expressing NPY-Y2, potentiator/agonist read-out; actives 0.45% (n = 220,000); P49146; activation, % at 3.6 µM; in the data active = activation above about 27%;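 also: cells stimulated with NPY near EC25 plus isoproterenol at EC100; 0% = vehicle plus submaximal agonist and 100% = vehicle plus saturating agonist; some results beyond the cut were filed as inactive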
Target sequence (P49146 whole entry, looked up): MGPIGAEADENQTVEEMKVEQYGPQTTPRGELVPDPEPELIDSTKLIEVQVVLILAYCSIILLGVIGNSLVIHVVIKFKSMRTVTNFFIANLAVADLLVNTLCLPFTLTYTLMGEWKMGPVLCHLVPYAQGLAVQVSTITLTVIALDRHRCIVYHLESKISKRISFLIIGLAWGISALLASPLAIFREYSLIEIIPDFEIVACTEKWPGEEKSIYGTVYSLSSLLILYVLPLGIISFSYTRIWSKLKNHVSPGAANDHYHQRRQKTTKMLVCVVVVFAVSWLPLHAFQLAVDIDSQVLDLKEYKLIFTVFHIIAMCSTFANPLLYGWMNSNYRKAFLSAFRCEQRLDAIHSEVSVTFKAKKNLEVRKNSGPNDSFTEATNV
NPY-Y1 antag: antagonists of human neuropeptide Y receptor Y1; P25929; HEK293-CNG Y1 cells, membrane potential fluorescence; NPY at EC95, then isoproterenol; inhibition, % at 3.6 µM; actives 1% (n = 200,000); AID 1040;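 active = inhibition above the campaign mean inhibition of all tested compounds plus 3 SD, cut at about 20% in these data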;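 also: 0% = DMSO wells given NPY plus isoproterenol and 100% = isoproterenol alone without NPY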
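Material: HEK293 Y1/CNG channel cell line; also added: NPY (25 nM), isoproterenol (1 µM), Ro 20-1724 (25 µM); doses: one concentration, 3.6 µM, in 0.4% DMSO; schedule: compound incubation 1 h at room temperature, readout 45 min post-stimulation; technique: membrane potential fluorescence; measure: fluorescence ratio normalized to % inhibition between controls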
S1P4 antagonist: antagonists of human S1P4 receptor; O95977; S1P4-expressing cells, antagonist mode, reporter read-out; inhibition, % at 4.98 µM; actives 0.26% (n = 220,000); AID 1510; in the data active = inhibition above about 29%;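 also: 0% = wells stimulated with agonist and 100% = vehicle wells without agonist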
Target sequence (O95977 whole entry, looked up): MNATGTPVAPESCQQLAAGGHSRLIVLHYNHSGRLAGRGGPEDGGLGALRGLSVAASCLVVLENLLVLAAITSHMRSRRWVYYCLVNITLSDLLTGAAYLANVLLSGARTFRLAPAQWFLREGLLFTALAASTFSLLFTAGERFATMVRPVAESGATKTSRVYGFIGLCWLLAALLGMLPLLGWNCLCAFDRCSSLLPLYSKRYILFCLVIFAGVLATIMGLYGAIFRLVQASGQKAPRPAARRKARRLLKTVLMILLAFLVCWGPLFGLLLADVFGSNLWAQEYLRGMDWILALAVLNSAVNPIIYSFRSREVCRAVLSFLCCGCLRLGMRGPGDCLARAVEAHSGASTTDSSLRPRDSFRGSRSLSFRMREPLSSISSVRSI
NPY-Y1 PAM-ag: potentiators or agonists of human neuropeptide Y receptor Y1 | P25929 | NPY-Y1 expressing cells, potentiator/agonist activation | activation, % at 3.6 µM | actives 0.37% (n = 220,000); in the data active = activation above about 33%, passing the limit was not always enough;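 also: cells stimulated with NPY at EC10 then isoproterenol at EC100; 0% = low agonist plus stimulus and 100% = saturating agonist plus stimulus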
S1P4 ag: activates the human S1P4 receptor | O95977 | activation, % at 4.98 µM | S1P4-expressing cell line, agonist reporter assay | actives 0.35% (n = 220,000) | AID 1509; in the data active = activation above about 11%;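 also: 0% = DMSO vehicle and 100% = reference agonist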
Runt-CBFb FRET: blocks binding of human RUNX1 Runt domain to CBFb; actives 0.46% (n = 220,000); inhibition, % at 20 µM; AID 1496; Cerulean-Runt/Venus-CBFb FRET ratio 530/480, 1 h; Q01196+Q13951;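 active = inhibition over about 50% at 20 µM in the single-dose screen, limit read from the data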;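 also: 0% = DMSO wells and 100% = excess unlabeled CBFb competitor control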
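System: Cerulean-labeled Runt domain protein | Quantity: 100 nM of each labeled protein | Schedule: 1 h compound exposure, room temperature | Detection: Fluorescence energy transfer, 422 nm excitation, 530/480 nm emission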
Starred values were filed as active, the others as inactive; · = not tested or not shown. Rows were taken by chance; overall some 3.6% were active at least once.

cpd | SMILES | BaF3 tox | RBBP9 inh | NPY-Y2 PAM-ag | S1P4 antagonist | Runt-CBFb FRET | S1P4 ag | NPY-Y1 antag | NPY-Y1 PAM-ag | Ba/F3 V617F tox
1 | CSCCOC(=O)COc1ccc(/C=N/NC(=O)c2c(Cl)cnn2C)cc1 | 7 | 0 | -7 | 16 | 1 | -0.9 | · | 45 | -4
2 | CCOC(=O)c1ccccc1NC(=O)CSc1nnc(COc2ccccc2C)n1C | 3 | -9 | -17 | -25 | -2 | 2.1 | 14 | -17 | -1
3 | ClC1(Cl)CC1CSc1nc2ccccc2[nH]1 (configuration not stated) | 0 | -1 | -15 | -2 | -2 | -1.8 | 8 | -15 | -5
4 | Cc1nn(Cc2c(Cl)cccc2Cl)c(Cl)c1/C=C/C(=O)OCC(=O)NCC(F)(F)F | 7 | -5 | -5 | 1 | 2 | 1.4 | 7 | 1 | 2
5 | CCc1ccc(NC(=O)c2noc3c2CCC3)cc1 | 2 | 7 | -2 | -20 | -1 | 0.4 | -1 | 13 | -4
6 | CC(=O)OC(C(=O)NCS(=O)(=O)c1ccc(C)cc1)c1cccnc1 (configuration not stated) | 4 | 11 | 8 | -14 | -1 | 2.6 | 3 | -35 | 2
7 | CCN(CC)S(=O)(=O)c1ccc(C(=O)Nc2nnc(COC)o2)cc1 | 1 | -6 | -13 | -22 | -1 | 1.6 | -8 | 20 | -2
8 | Cc1ccc(-c2nc(CSCC(=O)NCc3cccnc3)c(C)o2)cc1 | 2 | -8 | -4 | 5 | -2 | 2.1 | 0 | -4 | 1
9 | Cc1sc2ncn(CC(=O)NCCCC(=O)N3CCN(c4ccccc4)CC3)c(=O)c2c1C | 9 | -2 | -22 | -4 | 55* | -1.8 | 3 | -11 | 4
10 | CN1CCN(CCC(=O)Nc2ccc(Br)cc2)CC1 | 6 | -5 | -4 | 5 | 0 | 0.4 | 8 | 11 | 0
11 | Cc1cccc(CN2CCN(C3CCCC3)C(CCO)C2)n1 (configuration not stated) | 4 | -6 | -2 | 1 | 1 | -1.5 | 7 | -6 | 6
12 | CC(NC(=O)c1ccccc1)C(=O)N/N=C/c1ccc(O)cc1 (configuration not stated) | 4 | -1 | -2 | -12 | -1 | 0.5 | 4 | 8 | 3
13 | O=C(Cn1cnc2c(nnn2-c2cccc(Cl)c2)c1=O)N1CCCC1 | 0 | -6 | -2 | 0 | 2 | 7.0 | 0 | 1 | -4
14 | COc1ccc(CC(=O)Nc2ccc(-c3noc(-c4cccc(OC)c4)n3)cc2)cc1 | 9 | 2 | -1 | -5 | -2 | 2.0 | 0 | -6 | 5
15 | COC(=O)Nc1nn(-c2ccc(C)cc2)c(=O)c(C#N)c1C | 5 | -1 | -3 | -16 | 0 | -0.4 | -1 | 14 | 6

cpd | SMILES | BaF3 tox | RBBP9 inh | NPY-Y2 PAM-ag | S1P4 antagonist | Runt-CBFb FRET | S1P4 ag | NPY-Y1 antag | NPY-Y1 PAM-ag | Ba/F3 V617F tox
16 | CC(C)n1cc(/C(N)=N/O)c(=O)n(Cc2ccccc2)c1=O | -1 | -1 | -8 | 3 | 5 | 9.4 | · | 7 | 2
17 | O=C(N/C(=C\c1cccc([N+](=O)[O-])c1)C(=O)N1CCOCC1)c1ccc([N+](=O)[O-])cc1 | 2 | 2 | -5 | 0 | 1 | -3.2 | 0 | 3 | -3
18 | Cc1cccc(C(=O)N/N=C2/SCC(=O)N2Cc2ccccc2)c1 | 4 | -2 | -5 | -18 | -1 | 0.0 | 2 | 14 | -5
19 | CCCSc1nnc(Cc2cc(=O)[nH]c(=O)[nH]2)n1-c1cc(C)ccc1C | 2 | -7 | 21 | -21 | -3 | 1.2 | -4 | 4 | -3
20 | COc1cccc(N2C(=O)CC(N3CCc4ccccc4C3)C2=O)c1 (configuration not stated) | 2 | -10 | 9 | -3 | -2 | -1.8 | · | 5 | -4
21 | CCN1C2=NCCCN2c2cc(C)c(C)cc21 | 1 | -5 | -27 | 4 | -1 | -0.9 | 4 | -17 | 0
22 | COc1ccc(N(C(=O)C2CSC(=O)C2)C(C(=O)NC(C)(C)C)c2ccncc2)cc1 (configuration not stated) | 13 | 2 | -1 | 4 | -2 | -1.2 | 16 | -3 | 4
23 | Cc1cccc2cc(CN(CC3CCCO3)C(=O)c3cccnc3)c3nnnn3c12 (configuration not stated) | 5 | -6 | 5 | -3 | 0 | 0.7 | 4 | 22 | -5
24 | C/C(Cn1nc([N+](=O)[O-])cc1C)=N\NC(=O)COc1ccc(Cl)cc1Cl | 3 | 0 | 5 | -15 | 0 | 0.7 | 0 | 1 | -2
25 | CC(=O)C1=C(O)C(=O)N(c2ccc(Br)cn2)C1c1ccc(F)cc1 (configuration not stated) | 1 | 7 | -10 | -2 | 2 | -1.2 | -1 | 13 | -2
26 | CCc1ccc2c(c1)c1nc(C)sc1n2CC(=O)OC | 2 | 1 | 16 | 6 | 6 | -0.8 | 6 | 3 | 1
27 | Cc1cc(Br)ccc1SCC(=O)OCC(=O)c1c(N)n(C)c(=O)n(C)c1=O | -1 | -8 | -2 | 6 | 1 | -1.1 | · | -16 | -3
28 | COC(=O)/C=C1\SC(=NC(=O)c2cccc(Cl)c2)NC1=O | -1 | -5 | 8 | 5 | 3 | 0.5 | 6 | 1 | -7
29 | CC(C)(C)NC(=S)NNC(=O)c1cccc(Br)c1 | 8 | -8 | 11 | 4 | 3 | -0.1 | -4 | 1 | 1
30 | O=C1NC(c2ccccc2OC(F)F)Oc2ccccc21 (configuration not stated) | 0 | 0 | 56* | -15 | 1 | 0.2 | -6 | 46* | -1

cpd | SMILES | BaF3 tox | RBBP9 inh | NPY-Y2 PAM-ag | S1P4 antagonist | Runt-CBFb FRET | S1P4 ag | NPY-Y1 antag | NPY-Y1 PAM-ag | Ba/F3 V617F tox
31 | CC(=O)Nc1ccc(NS(=O)(=O)Cc2ccccc2)cc1 | -3 | 2 | -4 | 4 | 0 | -0.9 | -4 | 1 | -1
32 | Cc1ccc(C(=O)NC(=S)N2CCN(C(=O)OC(C)(C)C)CC2)cc1Br | 2 | 5 | -1 | -1 | 3 | 3.0 | 1 | 9 | 2
33 | COC(=O)CN1C(c2ccc(OC)cc2)=Nc2ccc(Cl)cc2C1c1ccccc1 (configuration not stated) | 3 | -9 | -9 | -6 | -3 | -0.3 | 25* | -7 | 4
34 | CCN(Cc1ccccc1)S(=O)(=O)c1ccc(S(=O)(=O)N2CCN(C)CC2)cc1 | 4 | 0 | -6 | -21 | -3 | 3.3 | 0 | 4 | 2
35 | O=S(=O)(NCCNS(=O)(=O)c1ccccc1)c1ccccc1 | 1 | -4 | 15 | -8 | 2 | -0.7 | -1 | 12 | -4
36 | CCC(=O)Nc1ccc(N/C(N)=N/c2nc(C)cc(C)n2)cc1 | 3 | -7 | 7 | -9 | 2 | 0.2 | · | 5 | -2
37 | O=C(CSc1nnnn1-c1ccccc1)NCc1ccco1 | -2 | 8 | -6 | -3 | 2 | -0.3 | 5 | -5 | -4
38 | Cc1cccc(-n2nc([N+](=O)[O-])c(N3CCN(C(=O)c4ccco4)CC3)[n+]2[O-])c1 | 7 | -3 | -17 | -5 | -2 | 0.3 | -3 | -31 | 6
39 | CCc1nc(SCc2cc(Cl)ccc2OC)n[nH]1 | 0 | -21 | -7 | -35 | 0 | -2.2 | 1 | -13 | -4
40 | c1ccc2c(c1)sc1nnnn12 | 3 | -8 | -1 | -14 | 3 | 1.3 | -2 | 4 | 0
41 | O=C(Nc1ccc(OCC(=O)N2CCC(Cc3ccccc3)CC2)cc1)c1ccco1 | 3 | -2 | -7 | 2 | -2 | -0.3 | 8 | -10 | -3
42 | Cc1ccnc(NS(=O)(=O)c2ccc(NC(=O)CN3C(=O)CCC3=O)cc2)n1 | 0 | -10 | -5 | -1 | 0 | -0.5 | -3 | 3 | -2
43 | CN(Cc1nc(Cc2ccccc2F)no1)CC1(N2CCOCC2)CCCCC1 | -2 | -1 | -20 | 4 | -2 | 0.1 | 4 | -4 | -6
44 | Cc1nn2c(NCc3ccccn3)cc(C(C)C)nc2c1-c1ccccc1 | -2 | 3 | 10 | -3 | -4 | 0.0 | · | 7 | -1
45 | COc1ccc(S(=O)(=O)N2CCN(CC(=O)Nc3cccc(F)c3)CC2)cc1 | 4 | -10 | 9 | 13 | 0 | -0.1 | 1 | 13 | 0

cpd | SMILES | BaF3 tox | RBBP9 inh | NPY-Y2 PAM-ag | S1P4 antagonist | Runt-CBFb FRET | S1P4 ag | NPY-Y1 antag | NPY-Y1 PAM-ag | Ba/F3 V617F tox
46 | O=C(Nc1nc2ccc(Cl)cc2s1)c1ccco1 | 3 | -12 | 15 | -7 | -1 | -1.0 | -10 | 29 | 0
47 | c1ccc(-c2nnsc2-c2ncc[nH]2)cc1 | -1 | -8 | 1 | -15 | -1 | -1.1 | 5 | -5 | -2
48 | CCC(=O)Nc1nnc(-c2ccc(OC)cc2)o1 | -2 | 10 | -12 | -22 | 4 | -2.4 | 0 | 4 | -2
49 | COc1cc(/C=N/NC(=O)CC2C(=O)NN=C2C)ccc1O (configuration not stated) | 0 | -1 | 4 | -1 | 0 | 0.1 | · | 11 | -1
50 | O=C(c1nc2ncccn2n1)N1CCc2ccccc2C1 | 3 | -14 | 7 | -18 | -1 | -0.9 | 0 | 10 | -2
51 | Cc1nc2c3cc(Cl)ccc3n(CCN3CCCCC3)c2s1 | 36* | 10 | -32 | -3 | -2 | -0.7 | 25* | -19 | 16
52 | Cc1cc2oc(C(=O)NCc3ccncc3)c(C)c2cc1C | 5 | -5 | 4 | -1 | 0 | -1.4 | 2 | 22 | 2
53 | COC(=O)c1ccc(NC(=S)Nc2ccc3ccccc3c2)cc1 | 1 | -9 | -4 | -2 | 5 | -2.2 | 1 | -32 | -3
54 | Cc1c(N=C(N)/N=C(\N)Nc2ccc(Br)cc2)c(=O)n(-c2ccccc2)n1C | 1 | -10 | -11 | -6 | -6 | 0.3 | -3 | -15 | 1
55 | Cc1c(C(=O)NC(C)C)sc2ncn(CC(=O)N3CCC(C)CC3)c(=O)c12 | 6 | -7 | -8 | 0 | 1 | -1.2 | 0 | 12 | -3
56 | CC(C)CC(=O)Nc1ccc(C(=O)NNC(=O)C(c2ccccc2)c2ccccc2)cc1 | 0 | 2 | -10 | -11 | 2 | -0.1 | 3 | 3 | -4
57 | COC(=O)N/N=C/c1cc(Cl)c(OCc2ccc(F)cc2)c(OC)c1 | 3 | -2 | 0 | -10 | 0 | 0.0 | 0 | -6 | -3
58 | COCc1cc(=O)n2[nH]c(-c3ccco3)cc2n1 | -3 | 3 | 8 | 3 | 19 | 1.6 | · | 16 | -2
59 | OCCC1CN(C/C(Cl)=C/c2ccccc2)CCN1C1CCCC1 (configuration not stated) | 0 | -4 | -10 | 6 | 2 | -2.3 | 9 | 14 | -5
60 | CCCc1ccc(C(=O)N2CCN(c3ccccc3OCC)CC2)cc1 | 0 | 0 | 7 | -3 | -1 | 1.4 | 2 | 7 | -4
61 | Cc1c(C)c(C)c(S(=O)(=O)n2[nH]c(=O)c(CCO)c2C)c(C)c1C | 11 | -7 | 3 | -14 | 0 | 0.6 | -5 | 20 | 2

Screening data (PubChem)
